aDG glyco act: alpha-DG glycosylation activation; Pro5-aDG cells, alpha-DG glycosylation AlphaScreen (IIH6); 0% Pro5, 100% B10-LARGE cell signal; activation, % at 10 µM; 360,000 tested, 0.22% active;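 active = activation of at least 8% versus controls, or a plate z-score of at least 8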;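 also: Pro5 are CHO cells carrying HIG-tagged alpha-DG that lacks glycosylation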
CaV13 ICDI inh: Primary screen for inhibitors of IQ motif and Ca2+-dependent inactivation inhibitor domain binding in CACNA1D, Förster resonance energy transfer in living cells, …; AID 743397; HEK cells, CFP/YFP FRET ICDI-IQ, plate reader, 10 min; percent FRET-ratio fall versus neutral wells; inhibition, % at 12.3 µM; 340,000 tested, 0.098% active;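 active = mean replicate inhibition of at least 30% and at least 1% of replicates passing that level; inconclusive = only one of the two criteria is met; inactive = neither criterion is met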;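 also: 0% = median of the neutral control wells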
iPSC survival up: increases survival of single human iPS cells | 360,000 tested, 0.044% active | survival enhancement, % at 20 µM | hiPSC single-cell survival, ATPlite luminescence; 100% = ROCK inhibitor wells, 0% = DMSO; in the data active = survival enhancement above about 18%;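 also: cells exposed to compounds for 16 hours before the ATP read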
Glyco luc inh: N-linked glycosylation inhibition; 360,000 tested, 0.23% active; AID 588692; D54 ERlucT glycosylation luciferase reporter, 24 h; percent of 100 nM tunicamycin response; reporter increase, % at 12.5 µM;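 active = mean luciferase reporter signal, scaled so untreated is 0 and the glycosylation-blocking control 100, at or above a set limit in every replicate; inconclusive = mean reaches the limit but not every replicate does; inactive = mean below the limit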;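 also: luciferase carries N-glycosylation sites so blocking glycosylation raises the light; 0% = median of neutral control wells and 100% = median of 100 nM tunicamycin wells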
HTR2A ag: agonists of mouse serotonin 5-HT2A receptor (HTR2A) | CHO-K1 mHTR2A beta-arrestin complementation, luminescence; percent of 30 µM serotonin response | P35363 | AID 624169 | activation, % at 7.6 µM | 360,000 tested, 0.66% active;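 active = activation above a run cutoff, the mean activation of all tested compounds plus 3 SD, cut at about 14% in these data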;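 also: 0% = plate median of compound wells and 100% = 30 µM serotonin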
PDI inh: PDI (human) enzyme inhibition; P07237; 350,000 tested, 0.052% active; inhibition, % at 10 µM; PDI insulin aggregation turbidity, A650, 90 min;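 active = mean inhibition across replicates of 30% or more, whatever share of single replicates reach that level; inconclusive = mean inhibition below 30% while every single replicate reaches 30%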;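 also: absorbance from insulin aggregation driven by PDI reduction with DTT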
ABCB6 inh MLPCN: human ABCB6 transporter inhibition. Q9NP58. K562-ABCB6 porphyrin accumulation, flow cytometry, 1 h; stronger effect = lower value. fluorescence ratio to DMSO, % at 10 µM. 360,000 tested, 0.19% active;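 active = fluorescence ratio to DMSO below 75%, the collection mean minus 3 SD; inconclusive = too few cells collected in the well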;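 also: signal is porphyrin accumulated inside mitochondria; 100% equals median channel fluorescence of DMSO control wells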
Target sequence (Q9NP58 whole entry, looked up): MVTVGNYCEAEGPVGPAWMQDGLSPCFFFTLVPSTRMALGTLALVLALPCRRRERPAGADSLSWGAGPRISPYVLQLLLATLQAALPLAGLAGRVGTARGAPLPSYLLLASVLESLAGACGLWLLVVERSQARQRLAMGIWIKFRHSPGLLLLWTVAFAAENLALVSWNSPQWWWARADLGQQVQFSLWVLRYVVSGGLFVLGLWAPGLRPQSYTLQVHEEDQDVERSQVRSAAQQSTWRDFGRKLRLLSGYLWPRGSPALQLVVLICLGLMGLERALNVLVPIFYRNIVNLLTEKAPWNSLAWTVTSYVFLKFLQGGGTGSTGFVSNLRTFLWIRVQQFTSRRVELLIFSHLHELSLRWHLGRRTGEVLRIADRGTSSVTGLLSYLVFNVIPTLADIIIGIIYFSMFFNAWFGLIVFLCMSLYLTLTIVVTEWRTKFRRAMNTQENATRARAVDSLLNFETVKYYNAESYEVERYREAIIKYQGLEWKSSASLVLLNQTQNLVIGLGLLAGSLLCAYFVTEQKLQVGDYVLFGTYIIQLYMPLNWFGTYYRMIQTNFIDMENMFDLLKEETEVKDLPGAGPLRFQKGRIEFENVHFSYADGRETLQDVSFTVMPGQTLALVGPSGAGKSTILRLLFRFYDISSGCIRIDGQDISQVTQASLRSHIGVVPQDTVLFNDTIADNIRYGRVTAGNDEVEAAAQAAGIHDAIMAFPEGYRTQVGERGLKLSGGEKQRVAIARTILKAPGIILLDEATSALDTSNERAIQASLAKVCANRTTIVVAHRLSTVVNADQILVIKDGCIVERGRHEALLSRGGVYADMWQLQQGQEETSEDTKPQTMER
Granule exo inh: blocks lytic granule exocytosis; TALL-104 LAMP-1 surface exposure, flow cytometry; cells stimulated with thapsigargin and PMA; inhibition, % at 10 µM; 360,000 tested, 0.66% active; AID 651702;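 active = inhibition above about 55%, limit read from the data; inconclusive = no clear call, values can overlap the other calls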
H9c2 protect: modulators protecting cardiomyocytes from myocardial damage; H9c2 cardiomyocytes, H2O2 injury protection, ATPLite, 2 h; protection from H2O2 cell death, % at 20 µM; 360,000 tested, 0.63% active; AID 588492;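 active = compounds giving at least 50% protection of heart cells from peroxide-induced death in the single-dose screen, raw or plate-pattern-corrected value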;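 also: 0% = DMSO wells with peroxide and 100% = DMSO wells without peroxide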
Vif inh: inhibitors of HIV Vif | HEK293T cells, Vif self-association by quenched fluorescence, imaging, 24 h | inhibition, % at 7.49 µM | 340,000 tested, 0.35% active; in the data active = inhibition above about 50%, passing the limit was not always enough; inconclusive = no clear call, values can overlap the other calls; inactive = below about 31%; also: some results filed as inactive read as strong as hits
* = called active by the depositor; ? = inconclusive; / = not tested or not shown.

SMILES	aDG glyco act	CaV13 ICDI inh	iPSC survival up	Glyco luc inh	HTR2A ag	PDI inh	ABCB6 inh MLPCN	Granule exo inh	H9c2 protect	Vif inh
CCOc1ccc(NC(=O)CN2CCN(CC(=O)Nc3ccc4c(c3)OCCO4)CC2)cc1	-0.4	-4	-0.7	1	-2	7	96	-1	1	-6
O=S(=O)(N/N=C\c1ccc(-c2ccccc2Cl)o1)c1ccccc1	0.1	-4	-0.5	-3	-4	13	96	3	12	-3
CC(=O)NCCC(=O)Nc1cc(S(=O)(=O)N2CCOCC2)ccc1N1CCOCC1	-0.6	-7	2.4	3	-1	-2	99	1	4	0
COc1ccc(CCNC(=O)c2c(N)no[n+]2[O-])cc1OC	0.3	-20	-0.5	1	4	9	92	2	2	3
Cc1onc(-c2ccccc2)c1NC(=O)Nc1ccc(OC(F)F)cc1	0.0	-5	0.7	-1	-4	2	90	10	-9	7
O=C(NC(c1ccc(Cl)cc1)c1cccnc1)C1CCN(CCOc2ccc(Cl)cc2Cl)CC1 (stereo not given)	0.5	-8	9.2	0	-3	7	88	6	-6	-9
CCN1C(=O)CC(C(=O)NCCc2ccc(S(N)(=O)=O)cc2)SC1=Nc1ccc(OC)cc1 (stereo not given)	-0.1	5	-0.1	-1	1	10	331	-1	2	25
CC(C)C(NC(=O)c1ccco1)C(=O)OCC(=O)N1CC(=O)Nc2ccccc21 (stereo not given)	0.1	-5	-0.4	9	4	-1	96	2	3	/
S=c1[nH]c2ccc(Cl)cc2[nH]1	0.1	-6	2.6	0	7	-1	96	0	12	5
O=C(/C=C/c1ccc(-c2ccccc2[N+](=O)[O-])o1)c1ccccc1	-0.4	-6	-0.6	17	-4	10	106	-2	-5	0
Brc1cccc(CNCCCN2CCOCC2)c1	0.0	0	1.0	0	1	0	99	0	5	-18
Cc1ccc(C(=O)Nc2ccccc2N2CCCCC2)cc1[N+](=O)[O-]	0.5	0	-1.0	-1	4	3	90	-4	-2	-11
CCOC(=O)CC1C(=O)NCCN1C(=O)c1cccc(OC)c1 (stereo not given)	0.1	-16	1.5	0	1	1	106	6	2	6
CC(=O)Nc1ccc(Nc2cc(C(C)C)nc3c(-c4ccccc4)c(C)nn23)cc1	0.2	-4	-0.5	-2	-3	14	95	20	-1	-14
CCCCN(C(=O)NC(=O)Nc1cc(C)ccc1C)S(C)(=O)=O	0.3	-9	3.4	2	2	6	91	1	1	13
CCCNC(=O)C(Cc1ccccc1)NC(=O)c1ccccn1 (stereo not given)	-0.1	-11	0.9	0	-7	-1	103	-3	10	3
CCC(C)Nc1nc(N)c([N+](=O)[O-])c(Nc2ccccc2OC)n1 (stereo not given)	-0.2	-5	0.5	1	2	-1	103	30	8	6
Oc1ccccc1C1=NN(c2ccccc2)C(c2ccc(F)cc2)C1 (stereo not given)	0.1	-13	0.2	-5	-4	-5	99	8	-9	-6
Cc1csc(/C(C#N)=N/O)n1	-0.2	-7	2.0	2	1	-6	98	-1	-2	10
COCCCNC(=O)Cn1cnc(C(=O)Nc2ccc(C)c(C)c2)n1	-0.2	-4	0.9	1	-3	2	92	0	-12	/
CCC(=NNC(=O)c1cccc(S(=O)(=O)N2CCOCC2)c1)c1ccccc1	-0.2	-1	0.1	0	-5	-2	?	1	10	2
O=[N+]([O-])c1ccc(O)c(/C=N/NC2=NS(=O)(=O)c3ccccc32)c1	0.4	-20	3.5	0	-4	-1	107	-1	-3	3
CCc1nn(CC(=O)NCCCN(CC)CC)c(=O)c2cc3sc(C)cc3n12	0.1	-5	-0.6	0	-6	-9	94	-1	11	-3
Cc1cc(NS(=O)(=O)c2ccc(NC(=O)/C=C/c3ccccc3)cc2)nc(C)n1	-0.2	-6	-1.9	3	1	-7	100	-6	-2	12
Clc1cccc(CN2CCCCCC2)c1	0.0	-21	-0.8	0	2	1	99	-5	10	-2
The list goes on.
SMILES	aDG glyco act	CaV13 ICDI inh	iPSC survival up	Glyco luc inh	HTR2A ag	PDI inh	ABCB6 inh MLPCN	Granule exo inh	H9c2 protect	Vif inh
COc1ccc(C(=O)NCC(c2ccco2)N(C)C)cc1S(=O)(=O)NCc1ccc(Cl)cc1 (stereo not given)	0.2	-15	-0.3	0	-7	-2	90	-2	0	22
COc1ccc(CC(=O)NC(=S)Nc2cccc(CO)c2)cc1	-0.1	-6	0.1	4	-1	1	100	-16	0	-10
COc1ccc(NC(=O)N(C)[C@H]2C[C@H]3c4[nH]c5ccc(-c6cccc(C)c6)cc5c4CCN3C[C@H]2[C@H](C)O)cc1	1.3	/	-4.5	4	-5	-1	99	-5	0	/
CC1CCN(CC(O)COc2ccc(C(=O)c3ccccc3)cc2)CC1 (stereo not given)	-0.1	-19	0.1	-3	2	-8	107	-1	-2	0
COc1ccc(C(=O)C2CCCN(C(=O)c3cc4nc(C)cc(C)n4n3)C2)cc1F (stereo not given)	0.2	-6	-0.9	2	1	-2	101	-7	-4	20
c1ccc(NN(Cc2ccncc2)c2ccccc2)cc1	0.0	-8	-0.8	-3	-4	-5	103	-1	-6	0
Cc1cc(C)c(C(=O)CSc2nnc(-c3ccccc3Br)o2)cc1C	1.4	-6	-4.2	2	0	-2	105	0	-6	7
O=C(Nc1ccc(N2CCOCC2)cc1N1CCOCC1)c1ccc(Br)cc1	-0.3	-5	-0.3	0	14	-3	93	6	5	5
COc1ccc(C(=O)N/C(=C\c2cn(S(=O)(=O)N(C)C)c3ccccc23)C(=O)N2CCN(C)CC2)cc1OC	1.4	-11	-1.5	0	0	2	94	9	14	/
COc1ccc(C(CCN2CCN(c3ccccc3)CC2)c2c(O)cc(OC)cc2OC)cc1 (stereo not given)	0.0	-7	-3.5	-2	-8	-2	96	-4	-3	-3
O=C(NCc1ccccc1)c1nc2c(nnn2Cc2cccc(Cl)c2)c(=O)[nH]1	-0.2	-8	-0.9	3	-2	2	97	0	-7	5
CCCCNc1nc2c(c(=O)n(C)c(=O)n2C)n1Cc1cccc(OC)c1	0.9	-4	-2.3	-3	1	5	92	4	-29	-46
Clc1ccccc1CN1CCN(CCCc2ccccc2)CC1	0.5	-5	-0.9	-3	-6	0	101	2	-3	-1
O=C(Nc1ccc(F)cc1)N(Cc1nnc2n1CCCCC2)c1ccccc1	-0.3	-2	1.7	0	-2	4	90	1	16	2
Cc1ccc(Cn2c(N/N=C/c3ccncc3)nc3c2c(=O)n(C)c(=O)n3C)cc1	0.0	-13	-0.2	8	-7	6	93	-5	28	0
CCNc1ccc(S(=O)(=O)N2CCOCC2)cc1NCC(=O)Nc1cccc(Br)c1	0.0	-9	-1.9	-1	-1	3	89	-2	-12	3
O=C(CCSc1nc(-c2ccco2)cc(C(F)(F)F)n1)NCc1cccs1	0.4	-6	-4.3	0	1	-2	99	-6	3	-4
CCC1=Nc2ccccc2-c2nnc(SC)nc2O1	-0.3	-4	-1.9	0	-1	-5	98	4	12	4
CN1C(=O)C(CC(=O)NCC2CCCCC2)SC1=Nc1ccccc1 (stereo not given)	0.0	0	0.0	3	0	-2	102	0	-11	1
O=C(Cc1ccccc1[N+](=O)[O-])NC1CC1	-0.2	-6	1.9	-1	2	-4	97	-3	-5	-1
COC(=O)c1ccc2nc(-c3cccc(Br)c3)c(Cc3ccccc3)n2c1	0.3	-4	-0.9	/	0	/	120	-6	/	/
COCCCNC(=O)CN1C(=O)COc2ccc(S(=O)(=O)N3CCCCCC3)cc21	-0.2	-3	0.5	1	0	-5	106	5	6	4
COc1ccc(C)cc1S(=O)(=O)N1CC(C)OC(C)C1 (stereo not given)	-0.1	-7	0.1	0	1	3	98	1	-6	/
CCN(CCn1cccn1)C(=O)C1CCC(=O)N(CCN2CCOCC2)C1 (stereo not given)	-0.2	-6	0.9	2	11	2	99	3	1	0
CC/C(=C(/CC)c1ccc(O)cc1)c1ccc(O)cc1	0.0	-5	3.9	2	-5	15	98	5	-21	0
Next part.
SMILES	aDG glyco act	CaV13 ICDI inh	iPSC survival up	Glyco luc inh	HTR2A ag	PDI inh	ABCB6 inh MLPCN	Granule exo inh	H9c2 protect	Vif inh
Cc1ccc(Cn2c(=O)n(-c3ccccc3)c(=O)c3ccc(C(=O)NCc4ccco4)cc32)cc1	-0.1	-4	-2.6	-4	-9	-4	96	1	0	0
O=C(/C=C\c1ccc2c(c1)OCO2)CC1(O)C(=O)Nc2ccccc21 (stereo not given)	0.4	2	-0.6	3	-3	0	99	-3	0	-15
COC(=O)C1=C(COc2ccc(F)cc2)NC(=O)NC1c1ccc(C)cc1C (stereo not given)	0.7	-7	-0.2	-2	-1	5	93	1	-6	/
O=C(O)c1ccc(CSC2CCCCC2)cc1	0.0	-21	-0.7	0	-3	0	97	-1	-6	-12
O=C(CN1CCOCC1)NC1C2CC3CC(C2)CC1C3 (stereo not given)	-0.1	-2	1.3	0	2	-3	103	-4	-7	12
Cc1nc(N)[nH]c(=O)c1CCCNc1ccc([N+](=O)[O-])cc1	-0.3	-5	3.6	0	-5	4	101	-4	3	-3
Cc1nc(SCC(=O)Nc2cc(Cl)ccc2[N+](=O)[O-])nc(C)c1C	0.0	-6	2.7	-4	-3	14	96	-4	-4	18
CCOc1ccc(S(=O)(=O)N2CCCC(C(=O)N3CCOCC3)C2)cc1C (stereo not given)	0.4	-2	0.5	4	-1	0	92	-1	-9	/
CSc1ccc(S(=O)(=O)NC2CC2)cc1	-0.2	-4	-0.2	-2	3	-1	98	-6	3	6
COc1cc(C(=O)NCC(c2ccccc2)N(C)C)ccc1OCC(=O)N1CCOCC1 (stereo not given)	0.7	2	0.6	1	-3	-15	89	0	2	10
Cc1onc(-c2ccccc2Cl)c1C(=O)N1CCN(Cc2ccc3c(c2)OCO3)CC1	-0.1	-7	-0.2	3	0	-1	100	-2	1	-1
O=C(COc1ccccc1)Nc1cccc(-c2nn[nH]n2)c1	-0.1	/	0.7	1	6	-3	104	13	4	-5
COc1ccc(COC(=O)CNC(=O)C2CCCCC2)cc1F	-0.1	-5	-0.8	1	-1	-7	92	-1	-6	-1
CC(=O)Nc1ccccc1NC(=O)CN(C)S(=O)(=O)c1ccc(C)cc1	-0.1	-4	0.9	0	-1	-4	97	3	14	1
COc1ccc2cc(CN(Cc3cccs3)Cc3nnnn3Cc3ccccc3)c(=O)[nH]c2c1	0.2	/	-1.1	1	0	0	95	-1	21	-4
Cc1nn(-c2ccccc2)c(N)c1C1(O)C(=O)N(C)c2ccccc21 (stereo not given)	0.3	-6	-0.2	2	-1	1	89	2	8	-3
CCC(CC)C(=O)N(C)c1c(C)nc2c(OCc3ccc(F)c(F)c3)cccn12	1.5	-8	-1.8	1	-1	-3	101	-5	-1	2
CCO[C@@H]1OC(C(=O)N2CCOCC2)=C[C@H](c2cn(C(C)=O)c3ccccc23)[C@H]1CCCO	0.0	-5	-1.7	0	2	6	98	-10	1	-6

Full records from above. Order of screens: aDG glyco act	CaV13 ICDI inh	iPSC survival up	Glyco luc inh	HTR2A ag	PDI inh	ABCB6 inh MLPCN	Granule exo inh	H9c2 protect	Vif inh
CC/C(=C(/CC)c1ccc(O)cc1)c1ccc(O)cc1 in the list: 0.0	-5	3.9	2	-5	15	98	5	-21	0
COc1ccc2cc(CN(Cc3cccs3)Cc3nnnn3Cc3ccccc3)c(=O)[nH]c2c1 in the list: 0.2	/	-1.1	1	0	0	95	-1	21	-4
